Bioassay records (PubChem BioAssay)
uPA generation: cell surface uPA generation inhibition | cell surface uPA generation assay, qHTS | Potency, µM (titrated, usually from 38.3 µM), for the others: top-dose activity change, negative = inhibition, usual class: inhibitors | actives 0.31% (n = 330,000); active = well fitted inhibition curve with a large enough effect; inconclusive = small, poorly fitted or top-dose-only effect; inactive = no such curve, though single readings can be large or run the other way; tested in mouse RAW 264.7 cells; note: potency is the fitted concentration of half-maximal effect; % is set by controls: 0 for no effect and ±100 for the full control effect; nearly all actives have a fitted effect of over 55% in size
TRPV1 ag: human TRPV1 agonism. TRPV1-expressing cells, Fluo-8 calcium influx, agonist mode. activation, % at 8.33 µM. actives 0.19% (n = 320,000). AID 540275; in the data active = activation above about 80%; inconclusive = between about 30% and that limit; note: 0% is about no effect
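TRPV1-expressing cells were cultured overnight at 35.5C and loaded with Fluo-8 calcium dye for 40 to 90 min at room temperature. After a 10 s baseline, compound was added and calcium influx was read kinetically for 3 min (ex 480/em 520 nm).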
USP2a block: blocks human ubiquitin-specific protease USP2a; USP2 core, Ub-CHOP2 coupled fluorogenic reporter, 485/531; Potency, µM (doses to about 38.3 µM), for the others: top-dose activity change, negative = inhibition, hits mostly inhibitors; AID 463254; actives 0.01% (n = 330,000);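 note: potency is the fitted concentration of half-maximal effect; plate controls were DMSO wells for no effect and full inhibition by NEM control for full effect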
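Deubiquitinase activity read as fluorescence (485/531 nm) after Ub-CHOP2 cleavage activates the enterokinase reporter on its substrate; USP2 core 10nM, Ub-CHOP2 and substrate 25nM each, 30min compound preincubation then 60min RT; data normalized to NEM, curves fitted.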
B2AR arrestin: beta2AR (human) beta-arrestin recruitment activity | AID 492947 | beta-arrestin recruitment to beta2AR, cell-based reporter | actives 0.02% (n = 330,000) | P07550 | Potency, µM (highest dose often 46.1 µM), for the others: at the highest dose activation, hits mostly activators;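 note: potency is the fitted concentration of half-maximal effect; 0% = DMSO controls and full agonism = EC100 isoproterenol or metaproterenol; nearly all actives have a fitted effect of over 65% in size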
Target sequence (P07550 whole entry, looked up): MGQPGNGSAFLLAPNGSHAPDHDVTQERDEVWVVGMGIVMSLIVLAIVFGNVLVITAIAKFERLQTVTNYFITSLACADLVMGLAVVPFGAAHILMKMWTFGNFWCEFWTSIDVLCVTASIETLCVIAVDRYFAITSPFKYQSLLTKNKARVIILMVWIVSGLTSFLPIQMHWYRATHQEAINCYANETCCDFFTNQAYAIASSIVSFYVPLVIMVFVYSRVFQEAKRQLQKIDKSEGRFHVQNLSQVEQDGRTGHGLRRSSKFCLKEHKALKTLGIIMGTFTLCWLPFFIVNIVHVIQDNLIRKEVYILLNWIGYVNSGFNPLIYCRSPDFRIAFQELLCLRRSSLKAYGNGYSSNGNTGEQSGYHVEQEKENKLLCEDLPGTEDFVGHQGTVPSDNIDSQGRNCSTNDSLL
ELG1 genotoxic: genotoxicity induction in ELG1-luciferase HEK293T cells | HEK293T ELG1-luciferase reporter, luminescence, 16 h | Potency, µM (top dose mostly 46 µM), for inactives: at the top dose activity change, positive = activation, most hits filed as activators | actives 1.3% (n = 330,000) | AID 504466; note: potency is the fitted concentration of half-maximal effect; % of control where 0% means no effect; nearly all actives have a fitted effect of over 60% in size
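HEK293T cells expressing luciferase-tagged ELG1 were treated with compound or DMSO for 16 hr at 37°C. Luciferase activity was then read after 30 min with ONE-Glo at room temperature; rising signal flags genetic stress.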
TSG101-PTAP inh: blocks PTAP/TSG101 interaction to inhibit HIV-1 budding | Fluorescence polarization, FITC-PTAP peptide / Tsg101 binding | Potency, µM (doses to about 115 µM), without a hit: at the highest dose activity change, negative = inhibition, most hits filed as inhibitors | 340,000 tested, under 10 active | AID 493005; active = well fitted inhibition curve with a large enough effect in the main read-out, with a control signal flat, not every such curve was filed as active; inconclusive = small, poorly fitted or top-dose-only effect, or effect the other way, or a change in a side signal; inactive = no such curve, though single readings can be large or run the other way; note: potency is the fitted concentration of half-maximal effect; % of control where 0% means no effect
Target sequence (Q99816 whole entry, looked up): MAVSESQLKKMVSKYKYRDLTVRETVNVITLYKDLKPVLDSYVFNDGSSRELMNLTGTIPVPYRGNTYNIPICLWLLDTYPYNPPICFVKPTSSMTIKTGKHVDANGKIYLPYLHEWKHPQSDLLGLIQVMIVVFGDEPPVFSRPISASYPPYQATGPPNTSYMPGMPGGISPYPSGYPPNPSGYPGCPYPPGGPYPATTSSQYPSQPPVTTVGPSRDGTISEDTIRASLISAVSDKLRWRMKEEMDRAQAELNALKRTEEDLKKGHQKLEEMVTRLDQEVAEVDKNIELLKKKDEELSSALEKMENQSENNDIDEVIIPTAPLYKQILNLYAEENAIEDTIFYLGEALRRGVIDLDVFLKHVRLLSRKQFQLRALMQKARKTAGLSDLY
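Fluorescence polarization binding of Tsg101 binding domain (10 uM final) to FITC-labeled PTAP peptide (50 nM final) in HEPES pH 7.5 buffer with NaCl, Tween 20, EDTA, TCEP. Compounds added before peptide; binding 20 min at RT.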
ASM inhibitor: human S-ASM enzyme inhibition; P17405; placental ASM, HMU-PC fluorogenic substrate, 60 min; Potency, µM (doses to about 57.5 µM), inactives show at the highest dose activity change, negative = inhibition, usual class: inhibitors; actives 0.006% (n = 340,000); AID 504937; note: potency is the fitted concentration of half-maximal effect
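qHTS format. ASM enzyme prepared from human placenta hydrolyses the fluorogenic substrate HMU-PC0 (9 uM final) over 60 min at 37 °C after a 10 min compound preincubation.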
Eya2 inh: Eya2 (human) phosphatase inhibition | O00167 | recombinant Eya2, OMFP fluorescence dephosphorylation (OMFP is methylfluorescein phosphate) | Potency, µM (series often up to 76.9 µM), for the others: top-dose activity, negative = inhibition, hits mostly inhibitors | actives 0.006% (n = 330,000); note: potency is the fitted concentration of half-maximal effect; % is set by controls: 0 for no effect and ±100 for the full control effect
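Eya2 protein (added as 0.2 uM solution) was preincubated with compound for 10 min at ambient temperature in 50 mM HEPES pH 7.5, 50 mM NaCl, 5 uM MgCl2, 0.05% BSA, 1 mM DTT. OMFP (added at 50 uM) then reacted 10 min; fluorescence read at 485/525 nm.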
p53 reactivator: mutant p53 re-activation in reporter cells. H1299 p53-A138V BP100-luciferase reporter, luminescence, 24 h. Potency, µM (doses to about 92.2 µM), for inactives: at the top dose activity change, positive = activation, hits mostly activators. actives 0.063% (n = 320,000). AID 504706; note: potency is the fitted concentration of half-maximal effect; % of control where 0% means no effect; nearly all actives have a fitted effect of over 45% in size
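H1299 (p53-null), stable ts p53-A138V + BP100-Luc; 1000 cells/well, Opti-MEM/10% FBS; cpd 4 pt, 1:5; 24 h, 37 deg C, 5% CO2; detection reagent 10 min RT; luminescence.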
BRCA1 expr act: increases BRCA1 expression | Potency, µM (top dose mostly 46.1 µM), for inactives: top-dose activation, actives largely listed as activators | AID 624202 | actives 1.1% (n = 380,000) | MCF7-BRCA1-FFLuc reporter, luminescence, 48 h; response scale: scaled: vehicle 0%, 10 µM genistein 100%; note: potency is the fitted concentration of half-maximal effect; nearly all actives have a fitted effect of over 80% in size; some results filed as inactive show a strong effect at the top dose
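Compounds are tested at multiple concentrations on MCF7 BRCA1-luciferase reporter cells seeded at 2000 per well; after 48 h, a single luminescence end-point is taken and curves fitted to the normalized data.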
Integrin act MD: activators of alpha7 integrin expression for muscular dystrophy; alpha7betagal myoblasts, beta-gal FDG fluorescence, 48 h; Potency, µM (titrated, usually from 38.3 µM), for the others: at the highest dose activation, hits mostly activators; actives 0.064% (n = 350,000); AID 624291;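 note: potency is the fitted concentration of half-maximal effect; 100% = response of the positive control SU9516; nearly all actives have a fitted effect of over 60% in size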
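Alpha7betagal+/- myoblasts (passage 13) were plated 16-24 hr, then exposed to compounds (1:260 dilution of DMSO stock) for 48 hours at 37C. After MPER lysis, β-galactosidase reporter activity was read as FDG fluorescence (ex 480/em 540) after 30 minutes.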
* marks the source's active call; other numbers are inactive results; ? = inconclusive; / = not tested or not shown; [ ] = dose if it differs, or a comment. Unless noted, calls come from the whole dose curve; as a rule, active = well fitted curve in the direction sought with a large enough effect; inconclusive = small, poorly fitted or top-dose-only effect, or another doubt; inactive = no such curve, though single readings can be large; an effect the other way counts as inactive or inconclusive.

#	SMILES	uPA generation	TRPV1 ag	USP2a block	B2AR arrestin	ELG1 genotoxic	TSG101-PTAP inh
1	COc1ccc(C(=O)Oc2cccc(/C=N/NC(N)=S)c2)cc1	1%	-4	4%	4.3%	4%	0%
2	NS(=O)(=O)c1ccc(N/C=C/C(=O)c2ccc(Br)cc2)cc1	-1%	0	0%	-0.2%	?	0%
3	O=C1CCCN1CCCNc1ncnc2c1[nH]c1ccccc12	/	-4	3%	-0.4%	-4%	-6%
4	Cc1ccc2sc(-c3ccc(NC(=O)CCN4C(=O)c5ccccc5C4=O)cc3)nc2c1	/	-1	4%	0.1%	4.6µM*	/
5	CNc1nc(OCC#N)nc(N2CCCCC2)n1	-10%	?	-5%	-0.1%	-8%	-3%
6	CCN(CC)CCCN(C(=O)c1ccc(OC)cc1)c1nc(-c2ccc(OC)cc2)cs1	-8%	10	-15%	-0.5%	-5%	2%
7	C=CCn1c(-c2sc(-c3ccccc3)nc2C)n[nH]c1=S	0%	-1	0%	9.1%	6%	3%
8	CSc1nnc(C)c(/C=C/Nc2ccc(C)cc2)n1	-9%	19	4%	-0.1%	-1%	15%
9	O=C(NCc1ccc(Cl)cc1)C1CCCN(c2ncnc3c2nc2n3CCCCC2)C1 (stereo not given)	-9%	?	1%	-0.5%	-10%	-4%
10	CNC(=O)c1cc(S(=O)(=O)N(C)C)ccc1Cl	/	4	1%	-0.3%	1%	-7%
11	CCCc1ccc(C(=O)Cn2nc(C(=O)O)c3ccccc3c2=O)cc1	-4%	0	4%	0.0%	0%	1%
12	CSc1nc2ncncc2[nH]1	0%	/	/	/	/	-8%
13	CSc1nc(N2CCN(C)CC2)c2c(c1C#N)CC(C)(C)OC2	-5%	23	0%	-0.3%	-2%	-1%
14	CC(C)C(Nc1ncnc2c1oc1ccccc12)C(=O)O (stereo not given)	-4%	-3	-7%	0.1%	5%	-4%
15	CC1c2cc3c(cc2CCN1C(=O)c1ccc(Br)cc1)OCCCO3 (stereo not given)	-10%	21	2%	0.3%	-9%	1%

#	ASM inhibitor	Eya2 inh	p53 reactivator	BRCA1 expr act	Integrin act MD
1	-11%	-10%	7%	-30%	-5%
2	207%[activator]	3%	?	?	13%
3	4%	-8%	-11%	-44%	4%
4	/	3%	?	/	/
5	3%	1%	0%	-8%	-16%
6	-3%	-8%	18%	-35%	0%
7	4%	10%	-2%	-46%	9%
8	-17%	0%	-8%	-18%	-13%
9	-4%	5%	-6%	1%	1%
10	4%	10%	-5%	0%	1%
11	-3%	0%	20%	0%	29%
12	3%	/	/	-13%	-9%
13	2%	-25%	-7%	-17%	-6%
14	1%	-7%	3%	-7%	-8%
15	9%	1%	-5%	-50%	-65%[inhibitor]

(further entries)
#	SMILES	uPA generation	TRPV1 ag	USP2a block	B2AR arrestin	ELG1 genotoxic	TSG101-PTAP inh
16	CCOC(=O)c1ccc(NC(=O)c2ccc3c(c2)C(=O)N(Cc2cccnc2)C3=O)cc1	-9%	0	1%	-0.2%	3%	-2%
17	CCOc1ccc(-c2noc(CCCC(=O)NC3CCCCC3)n2)cc1OC	-1%	5	-5%	-0.2%	-5%	0%
18	c1ccc(C2c3[nH]c4ccccc4c3CCN2Cc2cccn2-c2cccnc2)nc1 (stereo not given)	0%	23	2%	0.1%	0%	-10%
19	CC(CN(C)Cc1ccccc1)OC(=O)c1ccc(F)cc1 (stereo not given)	6%	24	0%	-0.6%	0%	0%
20	CC(C)(C)NC(=O)/C(=C\c1ccc(Br)cc1)NC(=O)c1cccs1	-3%	25	4%	-0.1%	-3%	-3%
21	COc1ccc(CNC(=O)CC(C)CC2=NS(=O)(=O)c3ccccc3N2)cc1 (stereo not given)	9%	-4	1%	0.5%	-1%	-1%
22	COc1ccc(CCNC(=O)c2ccc(CS(=O)Cc3ccc(C)cc3)o2)cc1OC (stereo not given)	-6%	-1	-1%	0.1%	-12%	-4%
23	C=CCn1c(SCc2ccc(C(=O)O)cc2)nc2sc(C)c(C)c2c1=O	-13%	-3	-8%	0.2%	2%	-1%
24	Cc1ccccc1OCC(=O)OCn1nnc2ccccc2c1=O	2%	8	-4%	-0.7%	1%	-1%
25	Cc1ccc(NC(=O)CCNS(=O)(=O)c2ccc3[nH]c(=O)oc3c2)cc1C	10%	1	6%	0.3%	4%	-5%
26	c1cncc(CNc2ncnc3sccc23)c1	3%	4	1%	-0.4%	-19%	-1%
27	CCCCN1c2cc(C)c(O)cc2C(C(=O)OCC)C1C (stereo not given)	/	?	-2%	-0.1%	4%	-1%
28	COc1ccc(CCNC(=O)Cc2nn(C)c(=O)c3ccccc23)cc1OC	-4%	-2	0%	-0.1%	-4%	1%
29	CCOc1ccc2nc(NC(=O)CN3CCN(C)CC3)sc2c1	2%	-1	3%	0.5%	14%	1%
30	CCOc1ccccc1Nc1nc(-c2sc(NC(=O)c3ccccc3)nc2C)cs1	/	27	6%	0.1%	-5%	/

#	ASM inhibitor	Eya2 inh	p53 reactivator	BRCA1 expr act	Integrin act MD
16	-13%	5%	2%	-1%	-4%
17	0%	-2%	-7%	-3%	13%
18	1%	8%	0%	-6%	-25%
19	7%	-5%	-4%	-28%	-4%
20	0%	-21%	-20%	-36%	4%
21	5%	-3%	7%	-1%	-16%
22	-2%	-7%	-16%	7%	0%
23	5%	1%	-3%	1%	16%
24	-4%	-5%	12%	0%	-1%
25	5%	4%	-2%	-1%	-7%
26	2%	3%	2%	0%	25%
27	0%	-2%	-3%	-25%	-29%
28	2%	-22%	1%	-7%	-6%
29	4%	4%	5%	63%	12%
30	/	-16%	5%	/	/

Part of the list above in order of molecular weight, smallest number first:
#	SMILES	uPA generation	TRPV1 ag	USP2a block	B2AR arrestin	ELG1 genotoxic	TSG101-PTAP inh
24	Cc1ccccc1OCC(=O)OCn1nnc2ccccc2c1=O	2%	8	-4%	-0.7%	1%	-1%
23	C=CCn1c(SCc2ccc(C(=O)O)cc2)nc2sc(C)c(C)c2c1=O	-13%	-3	-8%	0.2%	2%	-1%
17	CCOc1ccc(-c2noc(CCCC(=O)NC3CCCCC3)n2)cc1OC	-1%	5	-5%	-0.2%	-5%	0%
21	COc1ccc(CNC(=O)CC(C)CC2=NS(=O)(=O)c3ccccc3N2)cc1 (stereo not given)	9%	-4	1%	0.5%	-1%	-1%
18	c1ccc(C2c3[nH]c4ccccc4c3CCN2Cc2cccn2-c2cccnc2)nc1 (stereo not given)	0%	23	2%	0.1%	0%	-10%
16	CCOC(=O)c1ccc(NC(=O)c2ccc3c(c2)C(=O)N(Cc2cccnc2)C3=O)cc1	-9%	0	1%	-0.2%	3%	-2%
30	CCOc1ccccc1Nc1nc(-c2sc(NC(=O)c3ccccc3)nc2C)cs1	/	27	6%	0.1%	-5%	/

#	ASM inhibitor	Eya2 inh	p53 reactivator	BRCA1 expr act	Integrin act MD
24	-4%	-5%	12%	0%	-1%
23	5%	1%	-3%	1%	16%
17	0%	-2%	-7%	-3%	13%
21	5%	-3%	7%	-1%	-16%
18	1%	8%	0%	-6%	-25%
16	-13%	5%	2%	-1%	-4%
30	/	-16%	5%	/	/
